Screening results: PubChem, Johns Hopkins Ion Channel Center
Kir21 inh = inhibitors of mouse Kir2.1 inward-rectifier potassium channel. 310,000 compounds, 0.85% hits. HEK293-Kir2.1, FluxOR thallium flux fluorescence; hits give low values. Inward rectifier potassium channel 2 (Mus musculus), P35561. B-score at 10 µM. AID 1672, 2009;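 active means fluorescence ratio B-score at or below minus 3 SD of library scores, with starting-brightness B-score within 2 SD, cut at about -4.2 in these data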;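 further: channel flux triggered by added potassium and thallium sulfate stimulus; B-score of peak minus minimum fluorescence over baseline after thallium stimulus; more negative B-score means stronger Kir2.1 block with less thallium influx; some compounds called inactive have numbers as strong as hits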
Target sequence (P35561 whole entry, looked up): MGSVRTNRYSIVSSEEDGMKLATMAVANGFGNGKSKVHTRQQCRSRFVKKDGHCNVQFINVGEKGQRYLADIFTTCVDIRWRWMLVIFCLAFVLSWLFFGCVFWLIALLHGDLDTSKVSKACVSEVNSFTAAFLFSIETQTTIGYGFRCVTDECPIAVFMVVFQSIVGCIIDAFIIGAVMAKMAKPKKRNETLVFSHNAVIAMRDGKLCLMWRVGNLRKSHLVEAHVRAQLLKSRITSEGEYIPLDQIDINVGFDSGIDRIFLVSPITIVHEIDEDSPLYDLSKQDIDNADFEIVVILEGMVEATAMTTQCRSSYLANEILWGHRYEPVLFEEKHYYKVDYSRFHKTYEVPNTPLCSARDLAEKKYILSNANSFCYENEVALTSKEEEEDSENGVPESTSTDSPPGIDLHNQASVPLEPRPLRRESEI
KCNQ2 inh = KCNQ2 potassium channel inhibitors, primary screen, cell-based, CHO-K1, FluxOR thallium flux, B-score (AID 2156). B-score at 10 µM. 20 min; hits give low values. 310,000 compounds, 1.1% hits. Potassium voltage-gated channel subfamily KQT member 2 (Rattus norvegicus), O88943;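 active means fluorescence ratio B-score at most minus 3 library SDs, with starting brightness B-score within 2 library SDs, cut at about -5.5 in these data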
CHT inh = inhibitors of human choline transporter CHT; High affinity choline transporter 1 (Homo sapiens), Q9GZV3; CHT-expressing cells, membrane potential dye, choline response; hits give low values; B-score at 10 µM; 310,000 compounds, 0.86% hits; AID 488975, 2010;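 active means B-score over 3 SD under the library average, and starting fluorescence ratio not unusually high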;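 further: choline stimulus applied at its EC90 after an EC20 pre-addition; B-score computed on integrated fluorescence ratio after choline addition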
Target sequence (Q9GZV3 whole entry, looked up): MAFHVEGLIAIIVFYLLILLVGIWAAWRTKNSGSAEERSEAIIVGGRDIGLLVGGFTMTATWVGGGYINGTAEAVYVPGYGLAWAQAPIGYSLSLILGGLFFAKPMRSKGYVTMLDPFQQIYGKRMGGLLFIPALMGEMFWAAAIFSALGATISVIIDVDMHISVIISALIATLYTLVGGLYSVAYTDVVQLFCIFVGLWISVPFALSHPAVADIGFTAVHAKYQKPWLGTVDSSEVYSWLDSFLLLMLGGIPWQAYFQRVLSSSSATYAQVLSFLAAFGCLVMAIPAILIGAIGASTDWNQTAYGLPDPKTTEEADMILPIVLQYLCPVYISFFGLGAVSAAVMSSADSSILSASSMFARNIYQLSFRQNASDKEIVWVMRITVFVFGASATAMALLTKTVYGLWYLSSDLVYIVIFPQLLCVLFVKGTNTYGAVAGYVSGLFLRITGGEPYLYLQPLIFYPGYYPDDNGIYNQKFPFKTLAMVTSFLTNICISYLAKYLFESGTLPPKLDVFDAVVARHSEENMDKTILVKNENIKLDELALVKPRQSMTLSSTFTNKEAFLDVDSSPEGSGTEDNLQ
Numbers without * were called inactive; i = inactive; . = no result given.

CHT inh	Kir21 inh	KCNQ2 inh	molecule
i	-0.14	i	CCOc1ccc(C2=C(C=Nc3c(C)n(C)n(-c4ccccc4)c3=O)C(c3ccc(F)cc3)c3ccccc3O2)cc1 (stereo unspecified)
.	-0.33	i	CC1(OC(=O)C2CCCC2)C(=O)C=C2C=C(c3ccsc3)N(CCN3CCOCC3)C=C2C1=O (stereo unspecified)
i	0.75	i	S=C(Nc1ccc(Nc2ccccc2)cc1)N1CCN(c2ncccn2)CC1
i	-0.11	i	COC(=O)c1ccc(CN2C(=O)NC3(CCC(C)CC3)C2=O)o1 (stereo unspecified)
i	0	i	O=C(C1CCCN(S(=O)(=O)c2ccc(F)cc2)C1)N1CCCCC1 (stereo unspecified)
i	-0.15	i	Cc1ccc(C(=O)NCC(=O)NCC(c2cccs2)N2CCOCC2)cc1C (stereo unspecified)
i	-0.46	i	O=C(c1ccccc1)c1ccc2nc(Nc3ccccc3)c3nncn3c2c1
i	-1.3	i	Cc1ccc2nc(-c3ccncc3)cc(C(=O)NCCc3ccc(F)cc3)c2c1
i	0.01	i	CCOc1c2ccc(C(=O)NCCc3ccc(C)cc3)cc2nn1CC
i	-0.91	i	Cc1cccc(Nc2cc(C)c3c(O)cccc3n2)c1C
i	-0.93	i	CCN(CC(=O)Nc1cc(Cl)ccc1C)C(=O)CCOc1ccc(C)cc1
i	1.4	i	COc1ccc(NC(=O)NCCCCc2ccccc2)cc1OC
i	-0.95	i	Cc1ccc(S(=O)(=O)N2CCOCC2)cc1NC(=O)c1cc([N+](=O)[O-])ccc1N1CCOCC1
i	1.9	i	CCCc1n[nH]c(=O)c2c1nnn2Cc1ccccc1F
i	0.23	i	CCN=C(Nc1ccc2c(c1)OCO2)SC1CC(=O)N(c2ccccc2F)C1=O (stereo unspecified)
i	-0.07	i	Cc1nc2ccc(Nc3ccncc3)cc2s1
i	0.1	i	CC1CCN(c2ccc(N3C(=O)C4CCCCC4C3=O)cc2[N+](=O)[O-])CC1 (stereo unspecified)
i	2.5	i	CCc1cc(C(=O)Nc2ncccc2O)sc1C
i	-0.58	i	Cc1cc(C(=O)COC(=O)CNC(=O)c2ccc(F)cc2)c(C)n1Cc1ccco1
i	0.29	i	O=c1[nH]n(-c2ccc(F)cc2)c2ncccc12

The list goes on; the last 3 above are carried over.
CHT inh	Kir21 inh	KCNQ2 inh	molecule
i	2.5	i	CCc1cc(C(=O)Nc2ncccc2O)sc1C
i	-0.58	i	Cc1cc(C(=O)COC(=O)CNC(=O)c2ccc(F)cc2)c(C)n1Cc1ccco1
i	0.29	i	O=c1[nH]n(-c2ccc(F)cc2)c2ncccc12
i	-0.92	i	Cc1cc(C(=O)NCc2ccc(Cl)cc2)n(-c2ccccc2)n1
i	-2	i	COc1ccc(C)cc1S(=O)(=O)Nc1cccc(Cl)c1Cl
i	-2	i	CCCCNc1cc(F)nc(N)n1
i	-0.64	i	Cc1ccc(C(=O)C2=C(O)C(=O)N(c3ncccn3)C2c2ccc(Cl)cc2)o1 (stereo unspecified)
i	-0.92	i	Cc1nn(Cc2ccccc2)c(C)c1C(=O)OCC(=O)c1cc(C)n(CC(F)(F)F)c1C
i	-0.29	i	Cc1cccc(NC(=O)CCCN2C(=O)C3CC=CCC3C2=O)c1 (stereo unspecified)
i	0.16	i	O=c1nc(-c2ccccc2)c2cc(Cl)ccc2[nH]1
i	1.7	i	CCCCc1cc(=O)oc2cc(OCC(=O)N3CCc4ccccc43)ccc12
i	-1.3	i	CC(NC(=O)c1ccco1)C(c1cccs1)N1CCN(c2ccc(F)cc2)CC1 (stereo unspecified)
i	0.39	i	CSc1n[nH]c2nc3c(c(=O)n12)C1(CCCCC1)Cc1ccccc1-3
i	1.7	i	COc1ccc(NC(=O)c2ccco2)c2ccccc12
i	1.2	i	Cc1ccc(C2=NN(CC(=O)NCc3ccccn3)C(=O)CC2)cc1
i	-0.12	i	CCOc1ccc(NCc2nc3ccccc3n2CCOc2ccccc2)cc1
i	-0.43	i	CC(C)(C)C1=Nn2c(nnc2-c2ccccn2)SC1
i	-0.49	i	Cc1ccc(C(=O)O)cc1NC(=O)CN1C(=O)C2C3c4ccccc4C(Br)(c4ccccc43)C2C1=O (stereo unspecified)
i	0.06	i	Cc1cc(C)c2c(c1)/C(=N/NC(=O)c1cc(C)oc1C)CCC2
i	0.01	i	COc1cc(OC)cc(C(=O)NC(=S)NNC(=O)Cc2cccs2)c1
i	-0.22	i	O=C(O)CNC(=O)c1ccc(S(=O)(=O)N2CCOCC2)cc1
i	-0.45	i	COc1ccc(/C=C2\SC(=S)N(CCC(=O)Nc3ccccn3)C2=O)cc1OC
i	-1.5	i	CSc1cccc(NC(=O)CN(C2CCCCC2)S(C)(=O)=O)c1
i	0.68	i	COc1ccc(-c2nc(SCc3ccccc3)n(S(C)(=O)=O)n2)cc1
i	1	i	CCn1c(N2CCN(S(=O)(=O)c3ccccc3)CC2)nc2ccccc21
i	-1.4	i	O=C(O)C1(NS(=O)(=O)c2ccc(Cl)cc2)CCCCC1
i	1.3	i	COc1cc(Cl)ccc1OCc1cc(C(=O)N(C)C2CC(C)(C)NC(C)(C)C2)no1
i	0.85	i	Clc1ccccc1CO/N=C1\CCCc2nonc21
i	0.76	i	O=C(/C=C/c1ccccc1)NC(=S)Nc1ccc(CN2CCOCC2)cc1
i	1	i	CCc1c(C)nc(Nc2nc(C)c3ccc(OC)cc3n2)[nH]c1=O
i	-0.84	i	CC(=O)N1CCN(CC(=O)Nc2cc(F)ccc2C)CC1
i	-1.5	i	CCOc1ccc(NC(=S)N2CCCN(Cc3cc(C)ccc3C)C2)cc1
i	-0.24	i	CCC(C)(C)NC(=O)CN(C(=O)CCC(=O)Nc1nccs1)c1ccccc1C
i	-2.2	-5.6*	COc1ccc(CCNc2nc(C)nc3c2oc2ccccc23)cc1OC
i	-0.1	i	CCn1c(O)c(C2=c3ccccc3=NC2=O)c2cc(Br)ccc21
i	1.6	i	CCc1ccc(NC(=O)[C@H](NC(=O)[C@@H]2Cc3ccccc3CN2)c2ccccc2)cc1
i	0.16	i	Cc1ccc(NS(=O)(=O)c2cccc(C(=O)NCC3CCCO3)c2)cc1 (stereo unspecified)
i	0.32	i	CCOc1cc(C(=O)Nc2ccc(NC(C)=O)cc2)ccc1OCC(=O)N1CCCCC1
i	0.81	i	c1csc(-c2nn3cnnc3c3ccccc23)c1
i	0.95	i	CC(=C1C(=O)c2ccccc2C1=O)N1CCN(CCN=CC2=C(O)CC(C)(C)CC2=O)CC1
i	-1.4	i	CN(C)N1C(N)=C(C#N)C(c2ccc(Cl)cc2)C2=C1CCCC2=O (stereo unspecified)
i	-0.2	i	CC(C)CNC(=O)C(=O)NCCCN1CCOCC1
i	0.99	i	Cc1ccccc1-c1nn(-c2ccc(F)cc2F)cc1CNCCN(C)C
i	0.79	i	CCCCNC(=S)N(C)/N=C/c1c(F)c(F)c(F)c(F)c1F
i	1.3	i	O=C(NCc1ccccn1)c1cc(-n2cnnc2)ccc1Cl
i	-6.6	i	CCn1cc(CCC(=O)NCc2cccc(OC)c2OC)c2ccccc21
.	1.6	i	COC(C[C@@H](O)CC(=O)[C@H](C)OCc1ccccc1)OC
i	-0.71	i	C=CCOc1c2ccc(C(=O)NCc3ccc(C)cc3)cc2nn1C
i	0.48	i	CCOC(=O)c1c(C(C)(C)C)oc2ccc(OCC#N)cc12
i	0.69	i	CN(C)c1cccc(-c2nnc(SCCCC#N)o2)c1
i	-1.7	i	CC(C)CCN(CCC(C)C)CC(O)Cn1c2ccccc2c(=O)c2ccccc21 (stereo unspecified)
i	0	i	CCc1cccc(C)c1NC(=O)CSc1nc2ccc(N3C(=O)c4ccccc4C3=O)cc2s1
i	-0.24	i	COc1ccc(-n2c(C)cc(/C=C3\SC(=S)NC3=O)c2C)cc1
i	-0.43	i	CCc1ccc(NC(=O)NCCCN2CCCC2=O)cc1
i	-0.08	i	Cc1ccc(C2CC(C(F)(F)F)n3ncc(C(=O)NCc4ccco4)c3N2)cc1 (stereo unspecified)
i	0.2	i	Cc1cccc(N2CCN(S(=O)(=O)c3ccc(-c4cc(C)no4)s3)CC2C)c1 (stereo unspecified)
i	1.9	i	O=C(C/C(=N\NC(=O)c1ccccc1Br)C(F)(F)F)c1cccs1
i	-0.79	i	O=C(NCCc1ccccc1)Nc1ccc(Cl)cc1
i	0.41	i	COc1ccc(C(=O)NC2CCSc3ccccc32)cc1S(=O)(=O)N1CCOCC1 (stereo unspecified)
i	-0.59	i	CC1(C)CC(NC(=O)c2cc(Cl)ccc2Cl)CC(C)(C)N1
i	-1.1	i	O=C(COc1ccc(Br)cc1)NNC(=S)NCc1ccccc1
i	0.48	i	Cc1ccccc1-n1c(Cn2c(=O)sc3ccccc32)nnc1SCC(=O)N1CCCC1
i	-1.8	i	COc1ccc([N+](=O)[O-])cc1N(CC(=O)NCCSc1ccccc1)S(C)(=O)=O

New compounds follow:
CHT inh	Kir21 inh	KCNQ2 inh	molecule
i	0.63	i	Cc1nc(Nc2ccc(Cl)cc2)c(C#N)c(=O)[nH]1
i	-0.16	i	Cc1ccccc1NC(=S)N(Cc1ccco1)C(C)c1ccccn1 (stereo unspecified)
i	2.9	i	COc1ccc(NC(=O)C2CCN(S(=O)(=O)c3ccc4c(c3)CC(C)N4C(C)=O)CC2)cc1OC (stereo unspecified)
i	-0.47	i	Cc1cc(C(=O)OCC(=O)N2CCC(c3ccccc3)=N2)ccc1[N+](=O)[O-]
i	0.02	i	Cc1ccc(COc2ccc(/C=N/NC(=O)CN3CCCCC3)cc2)cc1
i	-0.27	i	C=CCOc1cccc(C2c3c(oc4ccc(F)cc4c3=O)C(=O)N2CCCN2CCOCC2)c1 (stereo unspecified)
i	0.41	i	Cc1ccc(CNc2ncnc3cc(Cl)ccc23)o1
i	0.85	i	Cc1ccc(S(=O)(=O)N(CC(=O)Nc2cccc([N+](=O)[O-])c2)Cc2ccc(Cl)cc2)cc1
i	0.51	i	CC1(c2ccccc2)CC(C)(C)N(C(N)=O)c2ccccc21 (stereo unspecified)
i	-0.27	i	CC(C)C(=O)N1CCN(c2ccccc2NC(=O)COc2ccc(C3CCCCC3)cc2)CC1
i	-2.2	i	Cc1ccc(S(=O)(=O)N2CC(C)N(S(C)(=O)=O)C2)cc1 (stereo unspecified)
i	-0.06	i	c1ccc2c(CN3CCCCC3)csc2c1
i	-0.74	i	CCC(C)(C)NC(=O)C(c1ccncc1)N(Cc1cccs1)C(=O)Cn1nnc2ccccc21 (stereo unspecified)
i	-2.6	i	COc1ccc(-c2noc(CN(C)C(=O)c3ccoc3C)n2)cc1
i	-0.25	i	Cc1cc(NC(=O)CCC(=O)N(c2ccccc2)C2(C(=O)NC3CCCCC3)CCCC2)no1
i	-1.7	i	CCOC(=O)Cc1cnc(NC(=O)c2ccccc2)s1
i	-0.31	i	Cc1ccc(S(=O)(=O)Nc2cccc(C(=O)NCC3(N4CCCCC4)CCCCC3)c2)cc1F
i	-0.09	i	O=C(Nc1cccc(C(F)(F)F)c1)c1cnccn1
i	-0.22	i	COc1ccc(-c2csc(N3CCN(C(=O)c4ccccc4)CC3)n2)cc1
i	-1	i	CC(C(=O)Nc1ccc(S(N)(=O)=O)cc1)N1CCc2ccccc21 (stereo unspecified)

Grouped by structure: the compounds so far containing a tert-butyl group.
CHT inh	Kir21 inh	KCNQ2 inh	molecule
i	-0.43	i	CC(C)(C)C1=Nn2c(nnc2-c2ccccn2)SC1
i	0.48	i	CCOC(=O)c1c(C(C)(C)C)oc2ccc(OCC#N)cc12

The list continues:
CHT inh	Kir21 inh	KCNQ2 inh	molecule
i	-0.16	i	Cc1cc(C)c(S(=O)(=O)c2ccccc2)c(=O)[nH]1
i	-1.2	i	CC1(C(=O)NC2CCCC2)CCC(=O)N1Cc1cccs1 (stereo unspecified)
i	0.14	i	CCOC(=O)NNc1ccccc1
i	1.2	i	O=C(Nc1ccc(NC(=O)C2CC2)nc1)c1ccncc1
i	1.3	i	CC(C)(C)NC(=O)C(=O)NN=C1CCCCCCC1
i	-0.02	i	Cc1ccc(S(=O)(=O)NN=C2CCC(C(C)(C)C)CC2)cc1[N+](=O)[O-] (stereo unspecified)
i	-0.68	i	CCOc1ccc(-c2nc(CN(Cc3ccccc3)C[C@@H]3CCC(=O)N3)c(C)o2)cc1
i	-0.03	i	O=C1CC(N2CCN(c3ccc(F)cc3)CC2)C(=O)N1Cc1ccccc1 (stereo unspecified)
i	1.4	i	CCn1c(=NC(=O)c2ccc(N3C(=O)CCC3=O)cc2)sc2c(OC)ccc(OC)c21
i	-0.35	i	CC(=O)Nc1ccc(NC(=O)C(C)Sc2nc3ccccc3c(=O)n2Cc2ccco2)cc1 (stereo unspecified)
i	0.06	i	CCOC(=O)NN1C(=O)c2ccccc2NC1c1ccccc1O (stereo unspecified)
i	0.72	i	CCOC(=O)N1CCN(Cc2nc(CC3CC3)no2)CC1

3 records picked at random from those above, as already listed:
CHT inh	Kir21 inh	KCNQ2 inh	molecule
i	-0.03	i	O=C1CC(N2CCN(c3ccc(F)cc3)CC2)C(=O)N1Cc1ccccc1 (stereo unspecified)
i	0.06	i	CCOC(=O)NN1C(=O)c2ccccc2NC1c1ccccc1O (stereo unspecified)
i	-0.68	i	CCOc1ccc(-c2nc(CN(Cc3ccccc3)C[C@@H]3CCC(=O)N3)c(C)o2)cc1
